Xi reactivation: activators of inactive X chromosome reactivation, primary screen, imaging, XiGFP fibroblasts, GFP high-content imaging, set 2. 0.055% of 360,000 active. AID 743238, 2013. activation, % at 7.58 µM. XiGFP mouse fibroblasts, % GFP-positive cells imaging, 3 d; cells co-treated with 5-aza-dC sensitizer; scaled so ellipticine positive control = 100%;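 active means mean normalized replicate activation at least 10% and every replicate at or above 10%; inconclusive means only one of the two criteria met; inactive means mean below 10% and not all replicates reach 10%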;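 further: 0% = median of on-plate neutral control wells and 100% = ellipticine 6 µM median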
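assay system = SV40-immortalized XiGFP fibroblast cells, line 68-5-11 | buffer or medium = DMEM plus 5-aza-dC sensitizer | doses = single-point pinned compound dosing | times = 3-day compound exposure, then 15 min fixation at room temperature | benchmarks = positive control ellipticine, 6 µM final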
CFTR F508del cor: F508del CFTR correction, initial screen, CFBE line, single point | CFBE cells, YFP halide quenching; stimulated with forskolin plus potentiator P3; % fluorescence drop versus neutral controls | activity (quench increase), % at 7.58 µM | 0.36% of 350,000 active | AID 720511, 2013;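 active means mean added fluorescence quench of at least 8% versus neutral control, with both replicates also reaching 8%; inconclusive means only one of the mean or replicate conditions met; inactive means mean below 8% and not both replicates reaching 8%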;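 further: cells transiently co-express mutant CFTR-F508del with the halide-sensitive YFP; corrector assay measuring rescue of mutant channel to the surface after 24 h compound exposure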
RAD54 inh: inhibitors of human RAD54 branch migration, primary screen, biochemical, fluorescence, single point. 0.14% of 360,000 active. inhibition, % at 10.4 µM. RAD54 Holliday junction branch migration, FAM/BHQ fluorescence. DNA repair and recombination protein RAD54-like (Homo sapiens), Q92698;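 active means mean normalized replicate activity at least 40 and at least half of replicates scoring 40 or more; inconclusive means only one of the two criteria met; inactive means mean below 40 and under half of replicates reaching 40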;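 further: 0% = median of neutral control wells and 100% = median of positive control wells; inhibitors cause a drop in the FAM fluorescence signal; in these data hits start at about 50%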
Target sequence (Q92698 whole entry, looked up): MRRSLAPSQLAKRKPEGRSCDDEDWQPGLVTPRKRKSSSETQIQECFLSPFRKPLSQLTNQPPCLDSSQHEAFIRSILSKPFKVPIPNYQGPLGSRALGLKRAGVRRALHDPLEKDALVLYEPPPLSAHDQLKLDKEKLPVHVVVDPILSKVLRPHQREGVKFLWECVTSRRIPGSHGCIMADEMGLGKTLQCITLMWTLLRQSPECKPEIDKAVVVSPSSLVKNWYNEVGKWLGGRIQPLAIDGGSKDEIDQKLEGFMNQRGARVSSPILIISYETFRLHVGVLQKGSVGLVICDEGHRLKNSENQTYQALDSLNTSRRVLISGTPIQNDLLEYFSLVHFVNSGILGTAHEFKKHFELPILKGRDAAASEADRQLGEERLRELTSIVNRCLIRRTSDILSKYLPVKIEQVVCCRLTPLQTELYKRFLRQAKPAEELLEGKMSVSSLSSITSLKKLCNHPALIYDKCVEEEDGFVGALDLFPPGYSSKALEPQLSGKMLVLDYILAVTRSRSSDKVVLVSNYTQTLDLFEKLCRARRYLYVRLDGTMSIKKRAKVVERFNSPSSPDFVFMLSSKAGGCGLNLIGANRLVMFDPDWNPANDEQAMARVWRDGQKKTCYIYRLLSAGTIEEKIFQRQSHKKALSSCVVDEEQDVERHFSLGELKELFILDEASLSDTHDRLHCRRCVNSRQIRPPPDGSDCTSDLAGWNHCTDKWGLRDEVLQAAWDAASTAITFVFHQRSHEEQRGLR
INS-1E GSIS act: GLuc luminescence reporter in INS-1E cells, primary screen for activators of glucose-dependent secretion of insulin | INS-1E GLuc reporter insulin secretion, 2-3 h | activation, % at 16.6 µM | 0.61% of 370,000 active | AID 743287, 2014;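 active means lowest replicate activation of at least 40%, so every replicate reaches that level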;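 further: 0% = median of neutral control wells and 100% = median of IBMX positive control wells; some compounds called inactive have numbers as strong as hits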
RAD52 anneal inh: RAD52 DNA annealing inhibitors, primary screen, biochemical, FRET, single point, set 2. 0.46% of 360,000 active. DNA repair protein RAD52 homolog (Homo sapiens), P43351. AID 651710, 2012. recombinant RAD52 DNA annealing, FRET fluorescence. inhibition, % at 18.7 µM;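 active means every replicate showing at least 50% inhibition; inconclusive means mean inhibition at least 50% but not in every replicate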
ARNT TACC3 PPI: disruptors of ARNT/TACC3 protein interaction, primary screen, biochemical, AlphaScreen, single concentration; Transforming acidic coiled-coil-containing protein 3 (Homo sapiens), Q9Y6A5; AlphaScreen His-ARNT PAS-B/GST-TACC3 binding, luminescence; TACC3 fragment carries E629A point mutation; inhibition, % at 9.99 µM; 0.66% of 390,000 active; AID 623870, 2012;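 active means mean inhibition of replicates at least 50% and at least half of replicates each reaching 50%; inconclusive means half or more replicates reach 50% but mean below 50%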;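 further: 0% = complete ARNT plus TACC3 wells and 100% = ARNT alone without TACC3; many hits fall short of the cut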
esBAF inh: Bmi1 luciferase reporter increase in mESCs, primary screen, esBAF inhibitor project, mouse ES cells, Bmi1 luciferase knock-in, single point. 24 h; 100% = twice the neutral-well signal. reporter increase, % at 12.5 µM. 2% of 350,000 active. AID 602393, 2012; in the data active means activation above about 40%; inconclusive means no clear call, values can overlap the other calls;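 further: 0% = median of the plate's neutral control wells and 100% = double that signal; a rise in the Bmi1 reporter signal indicates esBAF inhibition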
ERAP1 inh: human ERAP1 aminopeptidase inhibitors, primary screen, biochemical, single point, plate reader | Endoplasmic reticulum aminopeptidase 1 (Homo sapiens), Q9NZ08 | recombinant ERAP1, Leu-AMC fluorescence, 60 min | inhibition, % at 10.7 µM | 0.15% of 340,000 active;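 active means mean replicate inhibition of at least 30%, or all replicates individually reaching that 30% level; inactive means mean below 30% and not every replicate reaching it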;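 further: 0% = neutral control wells and 100% = L-leucinethiol positive control wells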
* marks the source's active call; other numbers are inactive results; ? = inconclusive; . = no result given; & = joins results of further samples.

SMILES	Xi reactivation	CFTR F508del cor	RAD54 inh	INS-1E GSIS act	RAD52 anneal inh	ARNT TACC3 PPI	esBAF inh	ERAP1 inh
C[C@@H]1CCCCO[C@@H](CN(C)S(=O)(=O)c2ccc(F)cc2)[C@H](C)CN([C@H](C)CO)C(=O)c2cc(NC(=O)CCC(F)(F)F)ccc2O1	0.2	-2.4	4.3	-7.9	-9.6	15.6	6.2	4.7
CN(C)c1ccc(-c2ccnc3c2CC(C)(C(=O)Nc2ccc(F)c(Cl)c2)O3)cc1 (stereo not given)	0.2	-0.7	-4.5	.	-18.8	.	6.6	1.3
COc1ccccc1NC(=O)N1C[C@H]2[C@@H](c3ccccc31)[C@H](CO)N2C(=O)C1CC1	0.0	-0.4	0.0	4.7	-8.4	1.9	4.0	-1.7
O=C(c1cccc(F)c1)N1CC(=O)N2[C@@H](CO)[C@@H](c3ccc(C#Cc4ccc(F)cc4)cc3)[C@@H]2C1	0.0	8.2*	.	-7.1	-7.3	.	.	-1.2
CC(OC(=O)c1cc(Br)ccc1O)C(=O)NC1(C#N)CCCCC1 (stereo not given)	0.0	-0.9	-1.9	2.2	-3.8	-6.8	.	-1.2
CSc1ccccc1NC(=O)C1CC(c2c(F)cccc2Cl)=NO1 (stereo not given)	0.0	1.1	-7.1	-2.9	-6.8	-3.2	?	3.1
CC1(c2nnc(-c3cccc(Cl)c3)o2)CC(c2ccccc2F)=NO1 (stereo not given)	0.4	0.4	-5.8	37.4	.	-4.5	30.4	.
COc1ccc(C(=O)Nc2ccc(N3CCN(C)CC3)cc2)cc1OC	0.0	0.5	4.6	11.1	14.8	27.9	23.5	1.0
Cc1ccc(NC(=O)c2ncn(CCCN[C@H](C)c3cccc4ccccc34)n2)cc1C	0.0	-0.9	1.1	-18.8	38.5	7.8	-2.7	.
COc1cc(NC(=O)c2cc(-c3cc(F)ccc3OC(C)C)n[nH]2)cc(OC)c1OC	0.3	1.5	-3.5	4.5	-26.7	.	14.4	-1.6
O=C(NCc1ccco1)C(=O)NCC1OCCN1S(=O)(=O)c1ccccc1 (stereo not given)	0.1	2.3	-2.1	7.9	-6.8	-2.6	-3.1	1.9
Cc1ccc(-n2c(=O)[nH]cc(C(=O)N3CCc4ccccc43)c2=O)cc1C	0.1	1.8	-1.1	-4.8	-4.4	-5.3	-2.9	4.7
Nc1ccc2c(c1)Cc1cc(N)c(Br)cc1-2	-0.1	0.5	.	.	-16.9	11.5	.	2.6
COc1ccc(-n2c(=O)/c(=C\c3cccs3)s/c2=C(/C#N)C(=O)N2CCN(C)CC2)cc1	0.0	0.6	.	14.2	15.8	-1.8	.	4.8
COc1ccc(OCC(=O)NCCCCCCNC(=O)COc2ccc(OC)cc2)cc1	0.8	1.0	-12.0	8.3	-11.9	.	-4.6	-1.1
O=C(Nc1ccc2c(c1)OCO2)N1CCN(c2ccccc2Cl)CC1	.	.	10.8	17.3	.	9.2	36.0	.
COc1ccccc1C(C)NC(=O)Cc1ccc(S(=O)(=O)N2CCOCC2)s1 (stereo not given)	0.0	-1.2	.	3.1	-15.4	2.6	9.4	-0.5
COc1ccc2c3c(n(C)c2c1)[C@H](CO)N(C(=O)Nc1cccc(F)c1)CC31CN(Cc2nccs2)C1	0.0	-0.6	.	-9.6	14.8	.	.	0.8
COc1cccc(S(=O)(=O)N(C)C[C@@H]2OCc3ccccc3-c3ccccc3C(=O)N([C@H](C)CO)C[C@@H]2C)c1	-0.6	-5.2	-9.0	-0.7	11.1	7.2	7.4	-3.0
COc1ccc(Cl)cc1C(=O)n1cnc2ccccc21	0.2	-2.3	4.1	5.3	-6.0	-1.9	6.6	3.2
Cc1ccc(S(=O)(=O)[N-]c2nc3ccccc3nc2-n2cc[n+](Cc3ccccc3)c2)cc1	0.1	-1.2	2.4	.	-13.4	10.5	21.7	.
CO[C@H]1CN(C)C(=O)c2cc(NC(=O)c3ccccc3)ccc2OC[C@@H](C)N(C)C[C@@H]1C	-0.2	-1.1	7.1	24.4	8.5	20.1	-1.4	-2.7
O=C(CN1C(=O)c2ccccc2C1=O)NCC(=O)OCC(=O)c1cccc([N+](=O)[O-])c1	0.1	-0.8	1.3	2.0	-11.4	-4.7	-3.1	1.8
O=C(O)c1cccc(S(=O)(=O)Nc2ccccc2N2CCOCC2)c1	-0.1	-0.8	0.7	11.8	-13.7	-6.9	3.0	-2.7
Cc1nc(N2[C@H](CO)[C@H](c3ccccc3)[C@H]2CNCC2CCCC2)sc1C	0.0	4.3	.	21.5	-17.9	.	.	1.4
CC(=O)N1CCN(C(=O)c2cccc(S(=O)(=O)NCc3ccccc3)c2)CC1	-0.3	-0.3	.	1.8	-8.5	-3.5	-4.2	-1.6
CCOC(=O)c1c(C)[nH]c(C(=O)NNC(=O)c2ccccc2)c1C	.	3.6	3.8	.	-9.5	-4.8	7.2	2.0
C=CCN1C(=O)c2ccc(C(=O)N3CCC(C(N)=O)CC3)cc2C1=O	0.2	-0.2	-12.8	1.0	3.9	29.0	-11.1	-2.2
COc1ccc(N2CCN(C(=S)NCc3ccc(C)cc3)CC2)cc1	0.0	0.3	.	-11.6	-21.8	-0.5	-10.8	.
CC(NCc1ccc(F)cc1)C(=O)Nc1cc(S(=O)(=O)N2CCCCC2)ccc1Cl (stereo not given)	0.1	-0.8	.	-29.2	-9.2	-24.9	.	-4.7
C[C@@H]1CCCCO[C@H](CN(C)Cc2ccncc2)[C@H](C)CN([C@@H](C)CO)C(=O)c2cc(NC(=O)Nc3cccc4ccccc34)ccc2O1	-0.1	-0.8	16.7	-8.7	28.6	22.2	-3.5	0.7
COCC#Cc1ccc([C@H]2[C@@H](CO)N3CCCCN(S(=O)(=O)c4ccccc4F)C[C@@H]23)cc1	0.1	1.7	-16.5	11.1	-7.6	3.8	4.9	0.6
CCOC(=O)[C@]12CCCC=C1N(Cc1ccccc1)C(=O)[C@H](CC(=O)NCC1CCCCC1)C2	0.2	-1.7	.	-14.6	6.8	.	.	-7.8
Cc1nn(CCC(=O)NCc2ccc(N(C)C)cc2)c(=O)c2nn(-c3ccccc3)c(C)c12	0.0	3.7	3.4	1.3	-4.7	-1.2	3.8	3.8
COc1ccc(CC(=O)Nc2ccccc2NC(=O)Cc2ccc(OC)cc2)cc1	0.0	-1.6	9.3	-15.8	-97.0	-5.3	6.4	2.1
COc1ccc(NC(=O)CSc2nnc(-c3ccco3)n2N)cc1Cl	0.1	3.2	3.8	-5.6	-13.2	-8.9	-2.5	3.2

Quoted at random: five entries already listed
SMILES	Xi reactivation	CFTR F508del cor	RAD54 inh	INS-1E GSIS act	RAD52 anneal inh	ARNT TACC3 PPI	esBAF inh	ERAP1 inh
C[C@@H]1CCCCO[C@H](CN(C)Cc2ccncc2)[C@H](C)CN([C@@H](C)CO)C(=O)c2cc(NC(=O)Nc3cccc4ccccc34)ccc2O1	-0.1	-0.8	16.7	-8.7	28.6	22.2	-3.5	0.7
Cc1ccc(S(=O)(=O)[N-]c2nc3ccccc3nc2-n2cc[n+](Cc3ccccc3)c2)cc1	0.1	-1.2	2.4	.	-13.4	10.5	21.7	.
C=CCN1C(=O)c2ccc(C(=O)N3CCC(C(N)=O)CC3)cc2C1=O	0.2	-0.2	-12.8	1.0	3.9	29.0	-11.1	-2.2
COc1ccc(C(=O)Nc2ccc(N3CCN(C)CC3)cc2)cc1OC	0.0	0.5	4.6	11.1	14.8	27.9	23.5	1.0
Cc1ccc(-n2c(=O)[nH]cc(C(=O)N3CCc4ccccc43)c2=O)cc1C	0.1	1.8	-1.1	-4.8	-4.4	-5.3	-2.9	4.7

Continuation:
SMILES	Xi reactivation	CFTR F508del cor	RAD54 inh	INS-1E GSIS act	RAD52 anneal inh	ARNT TACC3 PPI	esBAF inh	ERAP1 inh
CC1CCC2C(=O)N(c3cccc(C(=O)Nc4ccccc4Cl)c3)C(=O)C2C1 (stereo not given)	-0.3	-2.7	5.7	7.2	1.9	-2.0	4.5	-0.8
CCC(=O)N1C[C@H](C)[C@H](OC)CN(C)C(=O)c2ccc(NC(=O)CC(F)(F)F)cc2OC[C@H]1C	0.3	-6.1	.	10.4	-6.1	.	.	3.1
Cc1cccc(N2CN(S(=O)(=O)c3cccc([N+](=O)[O-])c3)c3nc4ccccc4nc32)c1	0.1	-9.0	-8.7	-32.9	-16.0	-4.0	-6.6	-2.7
O=C(CCNS(=O)(=O)c1ccccc1Cl)OCc1nnc(-c2ccccc2Cl)o1	-0.1	1.7	.	1.1	-10.4	.	-0.7	-4.4
C[C@@H]1CN([C@@H](C)CO)C(=O)c2cccc(NS(=O)(=O)c3ccc(F)cc3)c2O[C@H]1CN(C)S(=O)(=O)c1ccc(Cl)cc1	-0.5	-2.6	-1.1	19.5	17.2	-8.3	-1.5	4.0
Cc1[nH]c2ccccc2c1/C=N/NS(=O)(=O)c1ccccc1	0.0	3.5	.	25.6	-26.6	8.8	.	.
Cc1noc(C)c1NC(=O)Nc1cccc2c1O[C@@H](CN(C)C(=O)Nc1ccc3c(c1)OCO3)[C@@H](C)CN([C@@H](C)CO)C2=O	-0.5	-3.6	10.4	4.6	-7.9	-0.5	2.4	2.6
Cn1cccc1Cc1nnc(SCC(=O)NC2CCCCC2)n1-c1ccc(F)cc1	0.0	-0.2	1.4	-11.0	-91.3	-5.9	-0.6	5.6
CC1CCCN(C(=O)CN2C(=O)c3ccccc3C2=O)C1 (stereo not given)	.	.	-1.5	3.9	-13.3	-11.1	-12.8	-1.2
Cc1ccc(-n2ncc3c(SCC(=O)NNC(=O)C(C)C)ncnc32)cc1	0.3	-1.4	-8.8	7.4	-13.3	-6.9	-2.4	0.4
O=C(CN1CCOCC1)N1CCCCN2[C@H](CO)[C@@H](c3ccc(C#Cc4ccccc4F)cc3)[C@@H]2C1	0.1	-0.3	-13.2	-8.3	2.4	0.2	6.7	-4.2
CC(C)OC(=O)N(C)C[C@H]1OCc2cn(nn2)CCCC(=O)N([C@H](C)CO)C[C@@H]1C	-0.2&-0.6	1.4&0.1	-1.5	6.4&-7.9	-8.9&6.3	2.5	-0.5&-1.7	-2.2&0.8
O=[N+]([O-])c1cccc(S(=O)(=O)NC2CC3CCC2C3)c1 (stereo not given)	-0.1	-2.9	-5.9	-1.2	-7.6	7.1	2.9	.
CNC[C@H]1Oc2ccc(NC(=O)Nc3cccc4ccccc34)cc2CC(=O)N([C@@H](C)CO)C[C@H]1C	-0.6	-2.5	.	-2.6	.	.	2.7	.
OC[C@@H](O)[C@@H](O)CO	.	-1.4	-5.8	8.8	-9.5	-7.2	-1.9	0.7
O=[N+]([O-])c1ccc(S(=O)(=O)Nc2ccccn2)cc1	0.0	-2.4	1.8	-2.4	-16.0	-1.4	-11.8	-0.4
CCn1c(O)c(N=Nc2ccc3ccccc3n2)c2ccccc21	0.1	0.5	.	2.9	-16.3	-3.5	.	-4.1

Compound activity from PubChem.
